# Compound activity (PubChem)
# PDI turbidity: blocks human protein disulfide isomerase activity. P07237. PDI insulin aggregation turbidity, A650, 90 min. inhibition, % at 10 µM. actives 0.052% (n = 350,000). AID 588391;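 active = mean inhibition across replicates of 30% or more, whatever share of single replicates reach that level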;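 also: absorbance from insulin aggregation driven by PDI reduction with DTT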
# Target sequence (P07237 whole entry, looked up): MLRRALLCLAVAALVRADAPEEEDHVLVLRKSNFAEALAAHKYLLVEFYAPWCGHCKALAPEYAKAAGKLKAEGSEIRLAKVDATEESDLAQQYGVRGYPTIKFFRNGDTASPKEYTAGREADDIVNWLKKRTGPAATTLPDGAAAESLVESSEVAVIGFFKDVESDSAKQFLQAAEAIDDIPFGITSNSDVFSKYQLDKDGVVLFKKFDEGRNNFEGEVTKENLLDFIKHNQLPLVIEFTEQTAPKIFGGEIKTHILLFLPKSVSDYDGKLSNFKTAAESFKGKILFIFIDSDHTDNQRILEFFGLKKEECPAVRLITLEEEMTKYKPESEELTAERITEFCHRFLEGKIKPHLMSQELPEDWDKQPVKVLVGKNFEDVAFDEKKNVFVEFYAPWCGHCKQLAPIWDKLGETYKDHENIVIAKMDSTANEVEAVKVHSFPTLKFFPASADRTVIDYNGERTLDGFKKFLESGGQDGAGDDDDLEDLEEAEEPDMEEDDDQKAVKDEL
# H9c2 protect: myocardial damage modulation in H9c2 cells. AID 588492. H9c2 cardiomyocytes, H2O2 injury protection, ATPLite, 2 h. actives 0.63% (n = 360,000). protection from H2O2 cell death, % at 20 µM;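 active = compounds giving at least 50% protection of heart cells from peroxide-induced death in the single-dose screen, raw or plate-pattern-corrected value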;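 also: 0% = DMSO wells with peroxide and 100% = DMSO wells without peroxide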
# aDG glyco up: alpha-DG glycosylation activation; Pro5-aDG cells, alpha-DG glycosylation AlphaScreen (IIH6); 0% Pro5, 100% B10-LARGE cell signal; AID 624168; activation, % at 10 µM; actives 0.22% (n = 360,000);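 active = activation of at least 8% versus controls, or a plate z-score of at least 8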;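 also: Pro5 are CHO cells carrying HIG-tagged alpha-DG that lacks glycosylation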
# MC4R antagonist: blocks human MC4R cAMP signaling; P32245; MC4R-expressing cells, MTII-stimulated cAMP, LANCE TR-FRET; inhibition, % at 6.5 µM; actives 0.48% (n = 360,000);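 active = inhibition above its plate's cutoff, the mean of tested wells on that plate plus 3 SD, cut at about 29% in these data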;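 also: 0% = Melanotan II alone and 100% = Melanotan II plus saturating MCL0020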
# Target sequence (P32245 whole entry, looked up): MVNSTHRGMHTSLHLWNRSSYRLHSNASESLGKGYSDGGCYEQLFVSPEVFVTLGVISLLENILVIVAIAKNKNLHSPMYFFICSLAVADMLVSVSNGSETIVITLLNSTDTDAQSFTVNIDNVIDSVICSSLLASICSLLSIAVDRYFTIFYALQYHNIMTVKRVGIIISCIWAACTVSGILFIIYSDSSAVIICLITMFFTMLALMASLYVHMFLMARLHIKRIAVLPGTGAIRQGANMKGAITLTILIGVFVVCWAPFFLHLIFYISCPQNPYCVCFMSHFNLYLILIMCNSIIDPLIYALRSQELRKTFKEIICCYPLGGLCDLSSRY
#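 Assay system: U2OS cells stably expressing human melanocortin 4 receptor (MC4R) / Dosing: 6.5 µM / Timing: compound 30 min, challenge 1 h, detection 1 h / Measured by: Eu-cAMP/anti-cAMP TR-FRET, emission 671 nm / Replicates: singlicate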
# Vif imaging: blocks HIV Vif function | HEK293T cells, Vif self-association by quenched fluorescence, imaging, 24 h | inhibition, % at 7.49 µM | actives 0.35% (n = 340,000) | AID 602346; in the data active = inhibition above about 50%, passing the limit was not always enough; also: some results filed as inactive read as strong as hits
# HTR2A ag: agonists of mouse serotonin 5-HT2A receptor (HTR2A). activation, % at 7.6 µM. AID 624169. P35363. actives 0.66% (n = 360,000). CHO-K1 mHTR2A beta-arrestin complementation, luminescence; percent of 30 µM serotonin response;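 active = activation above a run cutoff, the mean activation of all tested compounds plus 3 SD, cut at about 14% in these data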;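 also: 0% = plate median of compound wells and 100% = 30 µM serotonin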
# N-glyco inh: blocks N-linked glycosylation in D54 reporter cells; D54 ERlucT glycosylation luciferase reporter, 24 h; percent of 100 nM tunicamycin response; AID 588692; actives 0.23% (n = 360,000); reporter increase, % at 12.5 µM;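 active = mean luciferase reporter signal, scaled so untreated is 0 and the glycosylation-blocking control 100, at or above a set limit in every replicate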;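 also: luciferase carries N-glycosylation sites so blocking glycosylation raises the light; 0% = median of neutral control wells and 100% = median of 100 nM tunicamycin wells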
# ABCB6 inh 2: blocks the human ABCB6 transporter; Q9NP58; K562-ABCB6 porphyrin accumulation, flow cytometry, 1 h; hits give low values; fluorescence ratio to DMSO, % at 10 µM; actives 0.19% (n = 360,000);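 active = fluorescence ratio to DMSO below 75%, the collection mean minus 3 SD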;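 also: signal is porphyrin accumulated inside mitochondria; 100% equals median channel fluorescence of DMSO control wells; lower ratio means ABCB6 inhibition with less porphyrin fluorescence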
# CaV13 FRET inh: Primary screen for inhibitors of IQ motif and Ca2+-dependent inactivation inhibitor domain binding in CACNA1D, Förster resonance energy transfer in living cells, …. HEK cells, CFP/YFP FRET ICDI-IQ, plate reader, 10 min; percent FRET-ratio fall versus neutral wells. actives 0.098% (n = 340,000). AID 743397. inhibition, % at 12.3 µM;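 active = mean replicate inhibition of at least 30% and at least 1% of replicates passing that level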;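 also: 0% = median of the neutral control wells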
# MC4R ag barr: agonists of human melanocortin 4 receptor (MC4R) beta-arrestin; actives 0.98% (n = 360,000); U2OS MC4R beta-arrestin complementation, luminescence; percent of melanotan II response, DMSO zero; activation, % at 8.9 µM; AID 540308;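 active = activation above a per-plate cutoff, the mean activation of sample wells on that plate plus 3 SD, cut at about 8% in these data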
# * marks the source's active call; other numbers are inactive results; . = not tested or not shown.
no.	SMILES	CaV13 FRET inh	MC4R antagonist	MC4R ag barr	aDG glyco up	Vif imaging	ABCB6 inh 2	H9c2 protect	HTR2A ag	N-glyco inh	PDI turbidity
1	FC(F)(F)c1cc(-c2ccccc2)nc(-n2cc(Cl)cn2)n1	-6	7	3.5	0.1	-4	92	-2	3	-2	-3
2	CC(C)C(OC(=O)c1ccco1)C(=O)NCc1ccco1 (centres undefined)	-8	4	-1.0	0.1	-4	100	-5	3	2	2
3	Cc1cccc(CN2CCN(C3CN(C4CCCC4)S(=O)(=O)C3)CC2)c1 (centres undefined)	-10	.	.	-0.1	.	103	2	10	2	.
4	COc1ccccc1NCC(=O)n1nc(C)cc1C	-3	4	0.5	0.0	-2	104	9	0	0	-1
5	NC(=O)CSc1nnnn1-c1ccccc1Cl	1	-10	1.3	0.0	5	97	4	-1	-1	6
6	Cc1ccc(C(=O)Nc2ccccc2)cc1S(=O)(=O)N1CCN(C)CC1	-4	0	-1.3	0.0	-2	100	-2	-5	0	10
7	O=[N+]([O-])c1ccc(CN2CCN(c3ccc(F)cc3)CC2)o1	-4	9	1.0	0.0	5	96	0	12	0	-5
8	Cc1ccc2nc(Cl)c(C3CC(c4cccs4)=NN3C(=O)CCC(=O)O)cc2c1 (centres undefined)	-3	22	-0.7	-0.4	-13	93	7	0	5	-1
9	Cn1cc(SCC(=O)O)c2ccccc21	-6	7	-2.0	-0.2	-17	96	-1	5	1	7
10	COc1ccc(C(=O)c2cn[nH]c2-c2ccc(C)cc2O)cc1	-4	-5	-1.0	-0.1	-8	100	1	4	0	12
11	CCCCn1c(=O)c(CCC(=O)OCC(=O)NCc2ccc(OC)c(OC)c2)nc2ccccc21	-1	-4	-1.6	-0.2	1	96	-8	-2	1	-5
12	COC(=O)c1cc(Oc2ccc(S(=O)(=O)N3CCOCC3)cc2[N+](=O)[O-])cc(C(=O)OC)c1	-2	4	-0.3	0.5	11	104	4	-4	-3	0
13	Cc1ccc(NC(=O)CN2C(=O)C(=O)N(C3CCCC3)C2=O)c(Cl)c1	-6	12	0.2	0.1	10	97	11	2	-1	-4
14	CC(Sc1nc(N)cc(N)n1)C(=O)NCC1CCCO1 (centres undefined)	-2	5	-4.7	0.0	-7	96	1	4	3	1
15	O=S(=O)(c1cccc(-c2nnc(SC(F)F)n2-c2ccccc2)c1)N1CCCCC1	-3	2	1.0	-0.1	15	94	1	0	-2	-6
16	NC(=O)C1CCN(C(=O)C2CCN(S(=O)(=O)c3ccccc3)CC2)CC1	-6	-2	-0.6	0.1	-4	90	3	-1	3	.
17	COc1cccc(C(=O)Nc2ccc(NC(=O)Cc3ccccc3)cc2)c1	-20	5	2.3	-0.1	-1	97	0	-2	-2	10
18	Cc1ccc(NC(=O)C2CCCN2S(=O)(=O)c2ccc(F)cc2)c(C)c1 (centres undefined)	-2	-4	-1.6	0.3	-1	101	8	-1	1	19
19	Cc1ccccc1-c1cc(C(=O)NCC2CC2)n(CC2CC(c3cccnc3)=NO2)n1 (centres undefined)	-8	4	-1.3	-0.1	3	97	6	8	1	-3
20	N#C/C(=N\Nc1ccccc1)C(=N)N1CCOCC1	-4	-10	1.2	0.0	1	101	-1	-1	0	0
21	Cc1ccccc1Nc1nnc(SCC(=O)c2c(N)n(C3CC3)c(=O)[nH]c2=O)s1	-5	12	-4.0	-0.1	-2	99	-1	4	-2	5
22	Cc1ccc2nc(-c3ccc(Br)cc3)cn2c1	-5	3	-0.1	0.0	1	97	-20	10	-22	3
23	Cc1sc(NC(=O)c2ccccc2)c(C(c2ccc(Cl)cc2)N2CCN(CCO)CC2)c1C (centres undefined)	-15	7	3.9	0.2	7	95	38	-2	-1	-2
24	CCCNC(=S)Nc1ccc2nc(-c3ccccn3)c(-c3ccccn3)nc2c1	-5	-9	-1.5	-0.1	5	98	8	0	1	-4
25	O=C(CN1CCN(Cc2ccccc2F)C1=O)NCCc1ccc(Cl)cc1	-5	6	0.1	0.0	-13	100	-7	16*	-1	4
26	O=C(Nc1ccc(Oc2ccsc2C(=O)O)cc1)c1ccccc1	-21	11	-2.8	-0.1	2	95	-6	-6	1	-2
27	COC(=O)C(CC(C)C)NC(=O)CNC(=O)c1ccccc1C (centres undefined)	.	7	-0.5	0.0	-11	107	8	-2	0	-10
28	O=C(CN(C(=O)CCC(=O)Nc1ccccn1)c1cccc(F)c1)NCc1ccc2c(c1)OCO2	-3	4	-3.1	0.0	23	104	4	-1	0	7
29	COc1ccc(NC(=O)/C(=C/c2cccs2)NC(=O)c2ccco2)cc1	-19	2	-1.0	0.0	1	96	2	-1	1	-3
30	CCN(Cc1ccncc1)C(=O)c1cc(COc2ccc(C)c(C)c2)on1	-6	3	-1.8	0.7	3	95	-5	5	-5	-1

# Arranged by formula weight (ascending): part of the list above
no.	SMILES	CaV13 FRET inh	MC4R antagonist	MC4R ag barr	aDG glyco up	Vif imaging	ABCB6 inh 2	H9c2 protect	HTR2A ag	N-glyco inh	PDI turbidity
20	N#C/C(=N\Nc1ccccc1)C(=N)N1CCOCC1	-4	-10	1.2	0.0	1	101	-1	-1	0	0
5	NC(=O)CSc1nnnn1-c1ccccc1Cl	1	-10	1.3	0.0	5	97	4	-1	-1	6
2	CC(C)C(OC(=O)c1ccco1)C(=O)NCc1ccco1 (centres undefined)	-8	4	-1.0	0.1	-4	100	-5	3	2	2
7	O=[N+]([O-])c1ccc(CN2CCN(c3ccc(F)cc3)CC2)o1	-4	9	1.0	0.0	5	96	0	12	0	-5
10	COc1ccc(C(=O)c2cn[nH]c2-c2ccc(C)cc2O)cc1	-4	-5	-1.0	-0.1	-8	100	1	4	0	12
27	COC(=O)C(CC(C)C)NC(=O)CNC(=O)c1ccccc1C (centres undefined)	.	7	-0.5	0.0	-11	107	8	-2	0	-10
26	O=C(Nc1ccc(Oc2ccsc2C(=O)O)cc1)c1ccccc1	-21	11	-2.8	-0.1	2	95	-6	-6	1	-2
6	Cc1ccc(C(=O)Nc2ccccc2)cc1S(=O)(=O)N1CCN(C)CC1	-4	0	-1.3	0.0	-2	100	-2	-5	0	10
18	Cc1ccc(NC(=O)C2CCCN2S(=O)(=O)c2ccc(F)cc2)c(C)c1 (centres undefined)	-2	-4	-1.6	0.3	-1	101	8	-1	1	19
24	CCCNC(=S)Nc1ccc2nc(-c3ccccn3)c(-c3ccccn3)nc2c1	-5	-9	-1.5	-0.1	5	98	8	0	1	-4
15	O=S(=O)(c1cccc(-c2nnc(SC(F)F)n2-c2ccccc2)c1)N1CCCCC1	-3	2	1.0	-0.1	15	94	1	0	-2	-6
28	O=C(CN(C(=O)CCC(=O)Nc1ccccn1)c1cccc(F)c1)NCc1ccc2c(c1)OCO2	-3	4	-3.1	0.0	23	104	4	-1	0	7

# (cont.)
no.	SMILES	CaV13 FRET inh	MC4R antagonist	MC4R ag barr	aDG glyco up	Vif imaging	ABCB6 inh 2	H9c2 protect	HTR2A ag	N-glyco inh	PDI turbidity
31	COc1ccc(NC(=O)CSc2c3c(nc4ccccc24)CCCC3)c(OC)c1	-3	20	-1.2	0.6	-12	100	3	4	23	4
32	COc1ccc(OC)c(/C=N/NC(=O)c2ccncc2)c1	-3	-3	-0.1	0.1	-2	96	7	1	1	18
33	CCN(CC)S(=O)(=O)c1ccc(N2CCOCC2)c(NS(=O)(=O)c2cccs2)c1	-2	0	-1.5	-0.3	8	99	0	-1	3	1
34	CC(C)(C)C(=O)Nc1nnc(SCC(=O)NCc2cccs2)s1	-4	8	0.5	0.0	-1	98	-4	1	-1	3
35	COc1cccc(NC(=S)N(Cc2ccc(Cl)cc2)Cc2ccc(C(=O)O)cc2)c1	-8	8	-1.1	-0.4	4	98	2	6	1	11
36	COC(=O)c1c(N2C(=O)Nc3ccccc3N2O)sc2c1CCCC2	-3	-3	-0.6	-0.3	6	95	9	-3	1	-2
37	CCn1cnc2scc(-c3ccc(C)c(C)c3)c2c1=O	-4	-7	-2.6	0.9	2	101	1	-2	-2	-1
38	O=C(COC(=O)COc1ccc(Cl)cc1)NC1CCCCCC1	-14	3	-0.5	-0.2	-1	94	2	-5	3	-2
39	CC(C)CCNC(=O)C1CCC(=O)N1CCc1ccccc1 (centres undefined)	-4	15	-1.4	0.1	-2	108	2	-4	3	1
40	COc1ccc(C2=NN3C(C2)c2ccccc2OC3c2cccs2)cc1 (centres undefined)	-11	4	-1.4	-0.1	3	99	-2	2	-5	6
41	CC(C)(C)NC(=O)/C(=C\c1cccnc1)NC(=O)c1ccco1	-5	25	1.5	0.8	.	98	-4	8	-1	-6
42	CCOC(=O)Cc1nnc(NC(=O)c2cccc(OCC)c2)s1	-5	5	-0.4	-0.2	-5	99	9	-4	-1	-8
43	O=C(COc1ccccc1Cl)NCC(c1cccs1)N1CCOCC1 (centres undefined)	-2	-4	-0.7	-0.2	-11	98	-2	-1	-2	5
44	Cc1ccc2nc(N(CCCN(C)C)C(=O)c3ccc(Br)s3)sc2c1	-5	1	5.3	1.2	-5	92	3	-7	-2	9
45	CCOc1ccccc1NC(=O)N1CCC(C(=O)c2ccc(F)cc2)CC1	-4	-2	-1.7	0.2	0	102	5	-2	2	-1
46	O=C(NC(=S)Nc1ccccc1O)c1ccc(Cl)cc1Cl	-6	15	3.5	0.3	-11	93	-12	-1	-2	-5
47	O=C1CN(S(=O)(=O)c2ccc(F)cc2)c2ccccc2N1	-3	-7	2.0	0.2	2	95	-6	-3	1	-1
48	Cc1cn([C@H]2C[C@H](O)[C@@H](CNC(=O)c3ccccn3)O2)c(=O)[nH]c1=O	-5	-8	1.0	0.0	10	103	1	-7	1	-1
49	O=C(NN=C1CCCCCCCCCCC1)c1ccccc1F	-2	-4	0.8	0.2	-2	99	6	2	1	-6
50	C[C@H](CO)N1C[C@H](C)[C@@H](CN(C)S(=O)(=O)c2cccs2)Oc2ccc(NC(=O)Cn3cnnn3)cc2C1=O	-3	11	0.6	-0.1	-6	100	2	2	3	-3
51	CCn1c2ccccc2c2cc(NC(=O)CNCC3CCCO3)ccc21 (centres undefined)	-6	10	-3.1	0.5	-1	98	0	-6	7	-1
52	CCC(C)NC(=O)C(NS(=O)(=O)c1cccc2nsnc12)c1ccccc1 (centres undefined)	.	9	2.8	0.1	6	118	2	0	0	3
